RGS4 inh – blocks human RGS4-accelerated GTP hydrolysis; P49798; 390,000 compounds, 0.039% hits; Transcreener GDP fluorescence polarization, RGS4-accelerated GTP hydrolysis; AID 504845; Potency, µM (highest dose often 114 µM), without a hit: top-dose activity change, negative = inhibition, most hits filed as inhibitors; note: % is set by controls: 0 for no effect and ±100 for the full control effect; nearly all actives have a fitted effect of over 75% in size; some results filed as inactive show a strong effect at the top dose
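MLSMR compounds (23 nl, pin-transferred) preincubated 10 min at room temperature with a 500nM (2x) first reagent, then RGS4 at 900nM (2x) plus Transcreener GDP mix added; fluorescence polarization (620/688 nm) read before and after 90 min at 30 °C.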
HP1b binding inh – HP1-beta chromodomain-methylated histone interaction inhibition | AlphaScreen HP1-beta / biotin-H3K9me3 peptide binding | P83916 | AID 540317 | Potency, µM (top dose mostly 114 µM), for the others: at the highest dose activity change, negative = inhibition, most hits filed as inhibitors | 390,000 compounds, 0.56% hits; note: nearly all actives have a fitted effect of over 70% in size; inactives centre near 23
Target sequence (P83916 whole entry, looked up): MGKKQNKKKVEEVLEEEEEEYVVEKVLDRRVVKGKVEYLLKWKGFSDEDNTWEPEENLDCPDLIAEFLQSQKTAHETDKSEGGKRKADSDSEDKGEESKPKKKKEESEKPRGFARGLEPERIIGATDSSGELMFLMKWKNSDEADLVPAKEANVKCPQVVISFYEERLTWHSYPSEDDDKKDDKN
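AlphaScreen: HP1-beta (50 nM) preformed 30 min with biotin-H3(1-18)K9me3 peptide (50 nM) in PBS pH 7.4, 0.01% Tween-20. Compound added for 30 min at RT, then streptavidin donor/nickel chelate acceptor beads (10 ug/mL) for 30 min.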
ERG-DNA inh – blocks human ERG Ets domain binding to DNA; AID 624246; 370,000 compounds, 0.028% hits; Potency, µM (series often up to 76.9 µM), inactives show at the highest dose FP activity, negative = inhibition, usual class: inhibitors; fluorescence polarization, His-ERG Ets domain / labelled DNA; active = well fitted inhibition curve with a large enough effect in the polarisation, with a control signal flat; inconclusive = small, poorly fitted or top-dose-only effect, or effect the other way, or a change in a side signal; inactive = no such curve, though single readings can be large or run the other way; the % refers to the polarisation;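 note: polarization taken with two DNA probes labelled with fluorescein and Texas red; % of control where 0% means no effect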
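His-tagged ERG Ets domain (1 uM in the protein solution; 300mM KCl, 50mM Tris-HCl, 1mM EDTA, 1mM DTT, pH 7.5) received compound, then a probe mix of 5 nM fluorescein-DNA and 100nM Texas-615-DNA. Fluorescence polarization was read for both dyes.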
Pin1 inhibitor – blocks the human prolyl isomerase Pin1. Pin1 FP peptide displacement, HiFluor488, 10 min. AID 504891. Potency, µM (series often up to 115 µM), without a hit: at the highest dose activity, negative = inhibition, usual class: inhibitors. 390,000 compounds, 0.009% hits. Q13526; active = well fitted inhibition curve with a large enough effect in the polarisation, with a control signal flat, not every such curve was filed as active; inconclusive = small, poorly fitted or top-dose-only effect, or effect the other way, or a change in a side signal; inactive = no such curve, though single readings can be large or run the other way; the % refers to the polarisation; note: % is set by controls: 0 for no effect and ±100 for the full control effect
Target sequence (Q13526 whole entry, looked up): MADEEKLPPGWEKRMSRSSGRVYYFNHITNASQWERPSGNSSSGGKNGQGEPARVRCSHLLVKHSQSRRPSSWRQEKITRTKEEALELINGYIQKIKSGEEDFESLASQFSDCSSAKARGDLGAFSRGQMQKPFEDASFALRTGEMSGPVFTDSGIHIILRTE
JMJD2A Tudor – blocks the human JMJD2A Tudor domain | O75164 | AlphaScreen JMJD2A-Tudor / H3K4me3 peptide binding | Potency, µM (series often up to 114 µM), for inactives: at the highest dose activity change, negative = inhibition, usual class: inhibitors | 390,000 compounds, 4.4% hits; note: % is set by controls: 0 for no effect and ±100 for the full control effect; nearly all actives have a fitted effect of over 50% in size
ALOX12 inh – inhibitors of human 12S-lipoxygenase ALOX12 | P18054 | purified 12hLO, xylenol orange hydroperoxide absorbance | Potency, µM (highest dose often 108 µM), inactives show at the top dose activity change, negative = inhibition, usual class: inhibitors | 580,000 compounds, 1.1% hits | AID 1671190; note: % is set by controls: 0 for no effect and ±100 for the full control effect
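Purified human 12hLO (150 nM final) in 25 mM Hepes, 0.01% Triton X-100, pH 7.0 was preincubated 15 min at room temperature with compound. Then 40 uM arachidonic acid was added, 30 min. Hydroperoxide was read by Fe-XO absorbance ratio 573/405 nm.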
PGK inhibitor – inhibitors of T. brucei phosphoglycerate kinase; PGK/GAPDH coupled, Kinase-Glo luminescence, 60 min; P07378; Potency, µM (top dose mostly 57.5 µM), inactives show at the top dose activity change, negative = inhibition, actives largely listed as inhibitors; 380,000 compounds, 0.043% hits; note: % is set by controls: 0 for no effect and ±100 for the full control effect; nearly all actives have a fitted effect of over 60% in size
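Recombinant glycosomal PGK reaction used 1,3-bisphosphoglycerate generated in-well by GAPDH (100nM final) in 100mM TEA pH 7.6, 5mM MgCl2, 0.01% Tween-20. After 60 minutes at room temperature, ATP was read by Kinase-Glo Plus luminescence end-point.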
TrxR1 inh – inhibitors of rat thioredoxin reductase 1. recombinant rTrxR1, NADPH fluorescence consumption, selenite substrate. AID 588453. O89049. 390,000 compounds, 1% hits. Potency, µM (series often up to 114 µM), for the others: at the top dose activity change, negative = inhibition, usual class: inhibitors; note: % is set by controls: 0 for no effect and ±100 for the full control effect; nearly all actives have a fitted effect of over 65% in size
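Rat TrxR1 (90 nM in the dispensed reagent) was pre-reduced with 400 uM NADPH for 5 min at room temperature, then incubated with compound for 15 min. After 400 uM selenite was added, NADPH fluorescence (Ex 340/Em 450 nm) was followed for 8 min.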
GLS inhibitor – blocks human kidney-isoform glutaminase activity | Potency, µM (series often up to 45.5 µM), inactives show top-dose activity change, negative = inhibition, hits mostly inhibitors | O94925 | AID 624170 | GLS enzymatic activity, qHTS titration | 410,000 compounds, 0.21% hits; note: % is set by controls: 0 for no effect and ±100 for the full control effect
Target sequence (O94925 whole entry, looked up, canonical isoform): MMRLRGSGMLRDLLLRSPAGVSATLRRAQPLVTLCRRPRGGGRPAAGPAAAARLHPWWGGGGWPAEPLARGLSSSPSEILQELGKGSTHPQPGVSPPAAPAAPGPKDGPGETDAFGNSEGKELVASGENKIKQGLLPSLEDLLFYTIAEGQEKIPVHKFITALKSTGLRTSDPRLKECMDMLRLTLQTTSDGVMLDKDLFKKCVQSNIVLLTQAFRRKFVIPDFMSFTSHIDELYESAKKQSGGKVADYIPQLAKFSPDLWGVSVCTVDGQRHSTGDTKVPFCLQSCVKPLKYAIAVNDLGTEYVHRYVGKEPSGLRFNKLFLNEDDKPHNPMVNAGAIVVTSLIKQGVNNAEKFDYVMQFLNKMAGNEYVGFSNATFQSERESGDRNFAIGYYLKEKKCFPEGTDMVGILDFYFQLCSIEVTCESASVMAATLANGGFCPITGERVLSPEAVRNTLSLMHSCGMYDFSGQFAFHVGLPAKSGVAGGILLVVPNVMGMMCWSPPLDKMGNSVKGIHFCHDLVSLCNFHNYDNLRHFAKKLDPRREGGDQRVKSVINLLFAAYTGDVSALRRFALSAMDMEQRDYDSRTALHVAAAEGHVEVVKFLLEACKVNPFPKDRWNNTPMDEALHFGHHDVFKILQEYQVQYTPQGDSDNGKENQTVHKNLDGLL
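Coupled fluorescence readout: glutamate oxidase/HRP/Amplex Red detect glutamate formed by hKGA from L-glutamine (1 mM solution added). Buffer 45 mM KH2PO4 pH 8.2, 0.02% Tween-20; reads at t0 and 30 min RT.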
The depositor's hits bear a star; i = inactive; u = inconclusive; x = not tested or not shown; & = joins results of further samples; [ ] = another dose, or the depositor's remark. Unless noted, calls come from the whole dose curve; as a rule, active = well fitted curve in the direction sought with a large enough effect; inconclusive = small, poorly fitted or top-dose-only effect, or another doubt; inactive = no such curve, though single readings can be large; an effect the other way counts as inactive or inconclusive. Potency is the fitted concentration of half-maximal effect. An excerpt. The share of hits here may be higher or lower than overall.

no.	SMILES	PGK inhibitor	JMJD2A Tudor	TrxR1 inh	RGS4 inh	ERG-DNA inh	HP1b binding inh	ALOX12 inh	GLS inhibitor	Pin1 inhibitor
1	Nc1nnc(SC2CCCC2)s1	-6%	u	-23%	u	4%	u	-8%	14%	9%
2	CCOC(=O)[C@H]1[C@H]2COc3ccccc3[C@@H]2N2C(=O)c3cc(F)ccc3NC(=O)[C@@]12C	-7%	-4%	0%	-22%	-11%	33%	-24%	-1%	1%
3	CCOc1ccc(S(=O)(=O)NCc2ccc3c(c2)OCO3)cc1NC(C)=O	-2%	-10%	11%	1%	-9%	32%	8%	9%	1%
4	O=S(=O)(c1ccccc1C(F)(F)F)N1CCOCC1	1%	-11%	8%	-15%	5%	15%	392%[activator]	1%	-10%
5	CC(CNC(=O)c1sc2ncccc2c1-n1cccc1)c1ccccc1 (stereo unspecified)	-6%	-18%	25%[57.1 µM]	-13%	0%	0%[57 µM]	4%	-4%	-1%
6	O=C(/C=C/c1ccco1)NCc1ccco1	-25%	-19%	71µM*	-30%	-1%	-18%	0%	5%	-4%
7	Cc1cc(N2CCN(C)CC2)nc2ccc(NC(=S)N3CCN(c4ccc(Cl)cc4)CC3)cc12	-12%	-30%	4%	-18%	-4%	-18%	-3%	u	3%
8	C[C@H](NS(=O)(=O)c1c(Cl)cccc1Cl)C(=O)NNC(=O)COc1ccccc1F	-7%	13%	1%	-6%	-14%	51%[activator]	349%[activator]	7%	-6%
9	O=C(CN1CCN(c2ccccc2O)CC1)NC(c1ccccc1)c1ccccc1	-5%	u	-11%	0%	3%	2%	-15%	14%	-4%
10	Cc1ccc(C)c(/C=N/NC(=S)NCCc2ccccc2)c1	-3%	-22%	-19%	-29%	-5%	3%	u	9%	-1%
11	O=C(CCc1ccccc1)NC(=S)NCc1ccco1	-3%	-14%	-23%	1%	3%	9%	-24%	12%	-2%
12	CCOC(=O)Cc1csc(NC(=O)Nc2ccc(F)cc2)n1	-4%	-6%	19%[57.1 µM]	-15%	1%	8%	u	-1%	-2%
13	O=[N+]([O-])c1ccc(N/N=C/c2cn(Cc3ccc(F)cc3)c3ccccc23)nc1	1%	-4%	8%[57.1 µM]	9%	-1%	-6%	u	6%	69%[activator]
14	CN(C)S(=O)(=O)c1ccc(C(=O)Nc2nc(-c3cc4ccccc4o3)cs2)cc1	-1%	-9%	-8%	22%[11.4 µM]	2%	39%[activator]	-6%	0%	12%
15	COc1ccc(C2CC(=O)NC(=O)C2)cc1	-4%	-15%	18%	8%	3%	-26%	1%	-12%	-7%
16	c1ccc(CCNc2nc3ccccc3s2)cc1	i	7%	27%	11%	3%	28%	1%	10%	-3%
17	Cc1ccc(S(=O)(=O)N2CCOCC2)cc1C(=O)Nc1ccccc1F	-8%	-5%	0%	40%	8%	27%	5%	12%	4%
18	CCOc1ccc(-n2c(=O)c3c(C)c(C(=O)N(C)C)sc3n(CC(=O)Nc3c(C)cc(C)cc3C)c2=O)cc1	9%	-20%	22%[57.1 µM]	21%	5%	9%	-25%	-3%	4%
19	O=C(CSc1ccc(-c2ccc(F)cc2)nn1)Nc1ccc2c(c1)OCCO2	0%	2%	-10%	-12%	6%	35%	-11%	-1%	8%
20	COc1ccc(NC(=O)Cc2ccsc2)cc1S(=O)(=O)N1CCOCC1	-9%	6%	-1%	13%	1%	36%[activator]	280%[activator]	2%	-3%
21	CCN1C(=O)[C@H]2[C@@H](c3ccc(OC)cc3)N3C(=O)CN(CCOC)C(=O)[C@@]3(Cc3ccccc3)[C@H]2C1=O	2%	1%	21%[57.1 µM]	-24%	10%	37%	9%	1%	u
22	O=[N+]([O-])c1cccc(/C([O-])=C(/C(=S)Nc2ccccc2F)[n+]2ccccc2)c1	-4%	u	10%[57.1 µM]	-31%	0%	-31%	-3%	4%	4%
23	CC(C)CCN1CCN(Cc2ccc(C(F)(F)F)cc2)CC1CCO (stereo unspecified)	0%	5%	26%	-6%	-7%	54%[activator]	19%	3%	-2%
24	O=C(Cn1c(=O)nc(-c2ccccc2)c2ccccc21)NCCc1ccc(Cl)cc1	-6%	1%	3%[57.1 µM]	4%	4%	41%[activator]	-13%	3%	2%
25	CC(NC(=O)c1ccccc1OC(F)F)c1ccc(-n2ccnc2)cc1 (stereo unspecified)	6%	-3%	-6%	-11%	-2%	23%	-8%	2%	-1%

no.	SMILES	PGK inhibitor	JMJD2A Tudor	TrxR1 inh	RGS4 inh	ERG-DNA inh	HP1b binding inh	ALOX12 inh	GLS inhibitor	Pin1 inhibitor
26	CC(N=c1ccccn1C(=O)Nc1ccc(Cl)cc1)c1ccco1 (stereo unspecified)	-11%	-18%	11%	12%	x	11%	x	-3%	-2%
27	COc1ccc(CCNC(=O)CSc2nc3[nH]ncc3c(=O)n2-c2ccccc2OC)cc1OC	-3%	1%	7%[57.1 µM]	7%	4%	32%	-2%	2%	4%
28	Cn1c(=O)oc2cc(S(=O)(=O)NCCN3CCCCCC3)ccc21	3%	-13%	9%	-8%	-1%	19%	-2%	18%	u
29	COc1ccc(OC)c(C2C(C(C)=O)=C(O)C(=O)N2c2ccc(O)cc2)c1 (stereo unspecified)	4%	-5%	-3%	8%	9%	24%	u	21%	0%
30	O=C(Cc1ccccc1)NCC(=O)N/N=C/c1ccc(Cl)cc1	6%	-12%	-6%	8%	0%	27%	4%	1%	7%
31	CCCCN1CC2=C(C1=O)C(c1ccc(O)cc1)NC(=O)N2C (stereo unspecified)	-10%	-24%	12%[57.1 µM]	14%	2%	21%	10%	1%	-1%
32	COc1ccc(OC)c(NC(=O)Cn2c(CCC(=O)O)ccc2-c2ccccc2)c1	-9%&-1%	u	-13%&-19%	9%&38%	8%&-6%	29%&4%	12%&-12%	19%&22%	-9%&3%
33	CCOC(=O)c1c(NC(C)=O)sc2c(O)c(Br)ccc12	2%	-12%	30%	3%	-4%	-3%	-15%	4%	3%
34	O=C(NCCc1c[nH]c2ccccc12)C(=O)NCC1OCCCN1S(=O)(=O)c1cccs1 (stereo unspecified)	-3%	-28%	28%	-4%	2%	19%	-2%	7%	5%
35	COC(=O)C1CSc2[nH]c(=O)sc2C1c1ccccc1 (stereo unspecified)	0%	-30%	11%	3%	6%	u	u	41%[activator]	u
36	COc1ccc(C=O)cc1Oc1nc(Cl)ncc1F	i	-16%	5%[57.1 µM]	3%	-9%	15%	0%	3%	17%
37	Cc1ccc(S(=O)(=O)CCN2CCN(c3ccccn3)CC2)cc1	i	-9%	8%[57.1 µM]	-15%	3%	17%	132%[activator]	-16%	-4%
38	Cc1cccc(C(=O)OCc2cc(=O)oc3c(C)c(C)ccc23)c1O	4%	-7%	9%	20%	-1%	32%[activator]	x	-4%	-7%
39	N#CCc1nc(CSc2nc3ccccc3s2)cs1	2%	-13%	-21%[57.1 µM]	-33%	2%	35%	u	3%	45%[activator]
40	Cc1cccc(CS(=O)(=O)Cc2ccc(C(=O)NC(C)c3ccccc3)o2)c1 (stereo unspecified)	-4%&-10%	-6%&-9%	-1%&6%[57.1 µM]	-17%[56.9 µM]	-5%&-4%	74%&32%[activator]	0%&-23%	-11%&1%	-6%&-7%
41	CC1(C)CC(=O)C2=C(C1)N(CC1CCCO1)C(=O)C2(O)C(F)(F)F (stereo unspecified)	-6%	-12%	-5%	-8%	5%	15%	-23%	-8%	-2%
42	CCCCN1CC[C@H]2C=CC[C@@H](C(=O)N3CCOCC3)[C@H]2C1=O	1%	-11%	10%&29%	16%	-1%	22%	1%	1%	1%

As a short view, part of the list above.
no.	SMILES	PGK inhibitor	JMJD2A Tudor	TrxR1 inh	RGS4 inh	ERG-DNA inh	HP1b binding inh	ALOX12 inh	GLS inhibitor	Pin1 inhibitor
28	Cn1c(=O)oc2cc(S(=O)(=O)NCCN3CCCCCC3)ccc21	3%	-13%	9%	-8%	-1%	19%	-2%	18%	u
29	COc1ccc(OC)c(C2C(C(C)=O)=C(O)C(=O)N2c2ccc(O)cc2)c1 (stereo unspecified)	4%	-5%	-3%	8%	9%	24%	u	21%	0%
30	O=C(Cc1ccccc1)NCC(=O)N/N=C/c1ccc(Cl)cc1	6%	-12%	-6%	8%	0%	27%	4%	1%	7%
31	CCCCN1CC2=C(C1=O)C(c1ccc(O)cc1)NC(=O)N2C (stereo unspecified)	-10%	-24%	12%[57.1 µM]	14%	2%	21%	10%	1%	-1%

Fetched one by one from the entries so far (four):
no.	SMILES	PGK inhibitor	JMJD2A Tudor	TrxR1 inh	RGS4 inh	ERG-DNA inh	HP1b binding inh	ALOX12 inh	GLS inhibitor	Pin1 inhibitor
32	COc1ccc(OC)c(NC(=O)Cn2c(CCC(=O)O)ccc2-c2ccccc2)c1	-9%&-1%	u	-13%&-19%	9%&38%	8%&-6%	29%&4%	12%&-12%	19%&22%	-9%&3%
38	Cc1cccc(C(=O)OCc2cc(=O)oc3c(C)c(C)ccc23)c1O	4%	-7%	9%	20%	-1%	32%[activator]	x	-4%	-7%
26	CC(N=c1ccccn1C(=O)Nc1ccc(Cl)cc1)c1ccco1 (stereo unspecified)	-11%	-18%	11%	12%	x	11%	x	-3%	-2%
29	COc1ccc(OC)c(C2C(C(C)=O)=C(O)C(=O)N2c2ccc(O)cc2)c1 (stereo unspecified)	4%	-5%	-3%	8%	9%	24%	u	21%	0%

Compound activity: PubChem BioAssay, National Center for Advancing Translational Sciences (NCATS)
